TRPC4 PAM = positive allosteric modulators of TRPC4, primary screen, cell-based, mouse TRPC4beta, HEK293 mu-opioid, Fluo-4 calcium; Short transient receptor potential channel 4 (Mus musculus), Q9QUQ5; DAMGO EC20, Fluo-4 Ca2+ flux; stronger effect = higher value; B-score at 10 µM; 0.42% of 310,000 active; AID 2227, 2009;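 active = B-score of calcium response area above 5 SD of library B-scores, with initial fluorescence ratio within 5 SD of library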;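 note: B-score of integrated fluorescence ratio over time as area under calcium response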
TRPC4 inh = inhibitors of mouse TRPC4 channel, primary screen, Fluo4 calcium, HEK293 TRPC4beta/mu-opioid cells | AID 2247, 2010 | 0.39% of 300,000 active | DAMGO-evoked Fluo4 calcium flux; stronger effect = lower value | B-score at 10 µM | Short transient receptor potential channel 4 (Mus musculus), Q9QUQ5;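 active = B-score over 3 SD under the library average, no early fluorescence shift, positive overall ratio signal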
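material = TRPC4beta/mu-opioid receptor HEK293 cell line | probe or stimulus = sequential submaximal and maximal DAMGO stimulation | compound dosing = one concentration per compound | measured by = Fluo4 Ca2+ flux fluorescence | evaluation = integrated fluorescence ratio relative to baseline, converted to per-well B score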
RGS4 block = RGS4 inhibitors, primary screen, cell-based, HEK293 M3R inducible RGS4, calcium flux. Fluo-4 calcium flux; stronger effect = higher value; triggered by carbachol at its EC20. B-score at 10 µM. 0.45% of 310,000 active. AID 463165, 2010;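 active = B-score, a plate-corrected calcium signal, over three deviations above library mean, with baseline fluorescence within five deviations of library mean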;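 note: RGS4 expression induced by doxycycline in cells with stable M3 receptor; B-score is computed from the integrated fluorescence ratio over baseline after carbachol; higher B-score means a larger calcium signal and so more RGS4 inhibition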
TRPC6 inh = mouse TRPC6 channel inhibitors, primary screen, cell-based, HEK293, membrane potential dye; ACh-evoked depolarization; stronger effect = lower value; B-score at 10 µM; Short transient receptor potential channel 6 (Mus musculus), Q61143; 1.1% of 310,000 active;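 active = B-score under library mean minus 3 SD, initial fluorescence not abnormally high, positive integrated signal ratio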;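 note: B-score derived from integrated fluorescence ratio over the kinetic read; more negative B-score means stronger inhibition of depolarization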
MrgX1 allo act = positive allosteric modulators of MrgX1, primary screen, HEK293 cells, Fluo-4 calcium flux. Mas-related G-protein coupled receptor member X1 (Homo sapiens), Q96LB2. FDSS; stronger effect = higher value. B-score at 10 µM. 0.63% of 310,000 active;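 active = plate-corrected calcium response at least 3 library SD above typical, normal starting fluorescence, not activating the receptor alone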;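 note: compound read alongside a low EC10 to EC30 dose of BAM8-22 agonist; peak minus trough fluorescence over baseline measured at the second addition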
TRPC6 act = mouse TRPC6 channel activators, primary screen, cell-based, HEK293, membrane potential dye; HEK293-TRPC6 membrane potential dye fluorescence; stronger effect = higher value; Short transient receptor potential channel 6 (Mus musculus), Q61143; 0.13% of 310,000 active; B-score at 10 µM; AID 2550, 2010;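 active = B-score of the integrated fluorescence ratio above library mean plus 3 SD, and starting fluorescence ratio within library mean plus 5 SD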;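 note: higher score means more depolarization so channel activation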
MrgX1 ag = agonists of human MrgX1 receptor, primary screen, HEK293 cells, Fluo-4 calcium flux. AID 588627, 2011. B-score at 10 µM. 0.44% of 310,000 active. Fluo-4 calcium fluorescence, agonist mode; stronger effect = higher value;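 active = calcium response B-score plate-corrected fluorescence ratio at least 3 library SD, with starting fluorescence B-score inside 5 SD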
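System: HEK293 cells stably expressing human MrgX1 receptor; Dosing: test compound in the initial addition of three; Schedule: overnight plating, then 30 min 37 °C plus 30 min room-temperature dye loading; Detection: kinetic calcium dye fluorescence, Fluo-4 NW; Controls: per-plate positive and negative controls for Z′ factor.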
TMEM16A act = TMEM16A chloride channel activators or potentiators, primary screen, cell-based, HTS | Anoctamin-1 (Mus musculus), Q8BHY3 | HEK293 TMEM16A/YFP-H148Q/I152L, iodide quench fluorescence; stronger effect = lower value | B-score at 10 µM | 0.3% of 340,000 active;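 active = fluorescence-ratio B-score plate-corrected deviation score at least 3 library SD below zero, with starting fluorescence score within 5 deviations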;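 note: channel opened by trigger with iodide after compound preincubation; score built on the fluorescence ratio of max minus min over baseline; more negative score means more quench and so TMEM16A activation or potentiation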
Target sequence (Q8BHY3 whole entry, looked up): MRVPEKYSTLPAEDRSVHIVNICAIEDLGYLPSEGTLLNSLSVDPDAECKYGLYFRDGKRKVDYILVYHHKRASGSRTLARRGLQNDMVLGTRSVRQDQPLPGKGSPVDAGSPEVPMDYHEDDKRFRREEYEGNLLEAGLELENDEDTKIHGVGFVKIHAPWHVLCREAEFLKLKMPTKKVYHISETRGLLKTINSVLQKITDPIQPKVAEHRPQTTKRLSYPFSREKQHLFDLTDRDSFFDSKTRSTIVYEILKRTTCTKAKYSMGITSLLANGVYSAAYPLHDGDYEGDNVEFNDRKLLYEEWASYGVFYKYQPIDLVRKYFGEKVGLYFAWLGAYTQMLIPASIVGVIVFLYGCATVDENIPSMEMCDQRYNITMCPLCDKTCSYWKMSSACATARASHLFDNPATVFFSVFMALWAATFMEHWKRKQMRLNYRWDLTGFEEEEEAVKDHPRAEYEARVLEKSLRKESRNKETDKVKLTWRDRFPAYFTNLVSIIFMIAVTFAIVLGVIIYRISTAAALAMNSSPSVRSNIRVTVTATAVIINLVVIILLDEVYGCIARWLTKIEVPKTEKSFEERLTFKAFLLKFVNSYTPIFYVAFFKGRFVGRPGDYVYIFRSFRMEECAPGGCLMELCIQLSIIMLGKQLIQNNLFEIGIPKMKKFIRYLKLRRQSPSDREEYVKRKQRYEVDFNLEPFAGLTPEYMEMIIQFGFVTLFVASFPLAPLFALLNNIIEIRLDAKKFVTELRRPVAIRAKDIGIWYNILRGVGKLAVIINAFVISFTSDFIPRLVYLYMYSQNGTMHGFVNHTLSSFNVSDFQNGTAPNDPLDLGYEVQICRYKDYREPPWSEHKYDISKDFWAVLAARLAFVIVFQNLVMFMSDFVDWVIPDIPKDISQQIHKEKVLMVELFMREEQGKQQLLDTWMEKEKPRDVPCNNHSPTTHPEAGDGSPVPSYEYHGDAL
TRPC4 act = activators of mouse TRPC4 channel, primary screen, Fluo4 calcium, HEK293 TRPC4beta/mu-opioid cells. 0.49% of 310,000 active. Fluo4 calcium fluorescence; stronger effect = higher value. Short transient receptor potential channel 4 (Mus musculus), Q9QUQ5. B-score at 10 µM. AID 2237, 2010;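 active = B-score above 5 SD of library B-scores, and initial fluorescence ratio not above library mean plus 5 SD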;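 note: positive B-score marks a calcium rise read as TRPC4 activation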
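Assay system: HEK293 stable line with TRPC4beta plus mu-opioid receptor; schedule: 45 min room-temperature Fluo4 loading, 110 s read; technique: kinetic Fluo4 calcium fluorescence; evaluation: integrated baseline-normalised fluorescence ratio, converted to per-well B score; controls: buffer (low) and maximal DAMGO (high)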
MrgX1 antag = antagonists of human MrgX1 receptor, primary screen, HEK293 cells, Fluo-4 calcium flux | Mas-related G-protein coupled receptor member X1 (Homo sapiens), Q96LB2 | 1.3% of 310,000 active | B-score at 10 µM | BAM8-22 antagonism; stronger effect = lower value;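 active = calcium-response B-score plate-corrected more than 3 library SD below zero, starting fluorescence within 5 deviations, no agonist response on first addition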;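 note: peak minus trough fluorescence over baseline after final BAM8-22 challenge near maximal dose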
ANO1 block = TMEM16A chloride channel inhibitors, primary screen, cell-based, HTS; 1.2% of 310,000 active; Anoctamin-1 (Mus musculus), Q8BHY3; normalized B-score (activity score, 25-100; higher = stronger inhibition) at 10 µM; HEK293 TMEM16A/YFP iodide influx fluorescence, ionomycin;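 active = ratio plate-corrected score three or more library SD toward inhibition, starting fluorescence score within five deviations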;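 note: score derived from kinetic fluorescence span divided by baseline fluorescence per well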
The depositor's hits bear a star; i = inactive; / = no result given.

SMILES	TRPC4 PAM	TRPC4 inh	RGS4 block	TRPC6 inh	MrgX1 allo act	TRPC6 act	MrgX1 ag	TMEM16A act	TRPC4 act	MrgX1 antag	ANO1 block
CC(C)c1ccc(NC(=S)Nc2ccc3cn[nH]c3c2)cc1	i	i	i	i	i	i	i	i	i	i	i
Cc1cccc(N2CCN(S(=O)(=O)c3ccc(-c4coc(C)n4)cc3)CC2C)c1 (configuration not stated)	i	i	i	i	i	i	i	i	i	i	i
CNC(=S)NNC(=O)c1sc(-c2cc(C)on2)nc1C	i	i	i	i	i	i	i	i	i	i	i
Cc1ccc(O)c(N=Cc2ccc(C)s2)c1	i	i	i	i	i	i	i	i	i	i	i
COc1ccc(OC)c(/C(O)=C/C(=O)C(=O)Nc2cc(C)ccc2OC)c1	i	i	i	i	i	i	i	i	i	i	i
N=C1/C(=C/c2ccco2)C(=O)N=C2SC(CC(=O)N3CCCC3)=NN12	i	i	i	i	i	i	i	i	i	i	i
O=C1OCCC1Sc1nnc(-c2ccc3c(c2)OCO3)n1-c1ccccc1 (configuration not stated)	i	i	i	i	i	i	i	i	i	i	i
CCN(CC)CCOC(=O)c1ccc(N/C=C(/C#N)c2nc(-c3ccc(OC)c(OC)c3)cs2)cc1	i	i	i	i	i	i	i	i	i	i	i
CCOC(=O)C1=C(CCc2ccccc2)NC(=O)NC1c1ccc(C#N)cc1 (configuration not stated)	i	i	i	i	i	i	i	i	i	i	i
CCOC(=O)Cc1csc(N/N=C\c2ccc(N(C)C)cc2)n1	i	i	i	i	i	i	i	i	i	i	i
O=C(CN(C(=O)c1csnn1)c1cccc(C(F)(F)F)c1)NC1CCCC1	i	i	i	i	i	i	i	i	i	i	i
CCn1c(C(=O)N2CCC(C(=O)N3CCN(c4ccccn4)CC3)CC2)cc2sccc21	i	i	i	i	i	i	i	i	i	i	i
CCOC(=O)n1ccc(C(=O)Nc2ccccc2F)n1	i	i	i	i	i	i	i	i	i	i	i
Cc1onc(-c2ccccc2)c1C(=O)NCc1cccc(Cl)c1	i	i	i	i	i	i	i	i	i	i	i
Cc1nc2ccccc2n1S(=O)(=O)N(C)C	i	i	i	i	i	i	i	i	i	i	i
O=C(Nc1ccc(NC(=O)C2CCCCC2)nc1)c1cccs1	i	i	i	i	i	i	i	i	i	i	i
c1ccc(CCNc2ncnc3c2nnn3Cc2ccccc2)cc1	i	i	i	i	i	i	i	i	i	i	i
CCOC(=O)C(NC(=O)c1ccccc1)(Nc1cc(C)on1)C(F)(F)F (configuration not stated)	i	i	i	i	i	i	i	i	i	i	i
CCOC(=O)c1cc2sccc2n1CC(=O)Nc1ccc2c(c1)OCCO2	i	i	i	i	i	i	i	i	i	i	i
O=c1c(-c2ccnn2-c2ccccc2F)cnc2n1CCS2	i	i	i	i	i	i	i	i	i	i	i
CCC(=O)Nc1c2c(nn1-c1cccc(Cl)c1)CS(=O)(=O)C2	i	i	i	i	i	i	i	i	i	i	i
CCC(C)C(=O)Nc1nnc(SCC(=O)NC2CCCC2)s1 (configuration not stated)	i	i	i	i	i	i	i	i	i	i	i
CC1(c2ccccc2)NC(=O)N(CC(=O)Nc2ccc(N3CCOCC3)cc2N2CCOCC2)C1=O (configuration not stated)	i	i	i	i	i	i	i	i	i	i	i
O=C(COc1coc(CN2CCN(Cc3ccccc3)CC2)cc1=O)Nc1ccccc1	i	i	i	i	i	i	i	i	i	i	i
CC(Sc1nnc(-c2cc3ccccc3o2)n1-c1ccccc1)C(=O)O (configuration not stated)	i	i	i	i	i	i	i	i	i	i	i
COc1ccc(C(=O)Nc2ccc(N3CCN(C)CC3)cc2)cc1[N+](=O)[O-]	i	i	i	i	i	i	i	i	i	i	i
Cc1ccc(N2CC(C)Cn3c2nc2c3c(=O)[nH]c(=O)n2C)cc1 (configuration not stated)	i	i	i	i	/	i	/	i	i	/	/
Cc1cccc(N2CCN(C(=O)c3ccc(CS(=O)Cc4ccc(Cl)cc4)o3)CC2)c1C (configuration not stated)	i	i	i	i	i	i	i	i	i	i	i
Cc1cc(C)nc(N2CCCC(C(=O)NCc3cccc(C(F)(F)F)c3)C2)n1 (configuration not stated)	i	i	i	i	i	i	i	i	i	i	i
COc1ccccc1CNC(=O)C(=O)NCC1CCCO1 (configuration not stated)	i	i	i	i	i	i	i	i	i	i	i
CCOc1cc(OCC)cc(C(=O)Nc2cccnc2)c1	i	i	i	i	i	i	i	i	i	i	i
Cc1nnc(-c2ccc(Oc3ccc(Br)cc3)c([N+](=O)[O-])c2)o1	i	i	i	i	i	i	i	i	i	i	i
CCN(CC)c1ccc(NC(=O)COC(=O)COc2ccccc2[N+](=O)[O-])cc1	i	i	i	i	i	i	i	i	i	i	i
COc1ccc(OC)c(S(=O)(=O)NC2CC2)c1	i	i	i	i	i	i	i	i	i	i	i
CC(C)(C)c1ccc(-c2nnc(SCCC#N)n2C2CCCC2)cc1	i	i	i	i	i	i	i	i	i	i	i
Cc1ccc(S(=O)(=O)n2cnc3cc([N+](=O)[O-])ccc32)c(C)c1C	i	i	i	i	i	i	i	i	i	i	i
O=C(CC1N=C2c3ccccc3N=C(SCc3ccc(Cl)cc3)N2C1=O)NCc1ccco1 (configuration not stated)	/	/	/	/	i	/	i	i	/	i	i
COc1cc(=O)n(C)c2c(O)cccc12	i	i	i	i	i	i	i	i	i	i	i
COC(=O)C1=C(C)N(Cc2ccccc2)C(=NCc2cc(OC)c(OC)c(OC)c2)N[C@H]1c1ccccc1	i	i	i	i	i	i	i	i	i	i	i
CCOc1ccccc1NC(=O)CN1CCC(NC(=O)c2ccccc2C)CC1	i	i	i	i	i	i	i	i	i	i	i
Cc1ccc2c(N)c(C#N)sc2n1	i	i	i	i	i	i	i	i	i	i	i
CC(C)c1csc(CN2CCC(N3CCC(C(=O)N4CCOCC4)CC3)CC2)n1	i	i	i	i	i	i	i	i	i	i	i
Cn1c2ccccc2c2cc(C(=O)O)ccc21	i	i	i	i	i	i	i	i	i	i	i
COc1ccc(N/C(C)=C2/C(=O)C(=O)N(CCO)C2c2ccc(Br)cc2)cc1 (configuration not stated)	43*	i	i	i	i	i	i	i	123*	i	i
O=C(O)c1ccc(CNCc2cccc(Cl)c2)cc1	i	i	i	i	i	i	i	i	i	i	i
CCN(Cc1ccccc1)Cc1cc(OC)cc(OC)c1	i	i	i	i	i	i	i	i	i	i	i
O=S(=O)(c1cccc2cccnc12)N1CCOCC1	i	i	i	i	i	i	i	i	i	i	i
O=C(COC(=O)C1CC1)Nc1ccc(Oc2ccccc2)cc1	i	i	i	i	i	i	i	i	i	i	i
CC(=O)c1ccc(NC(=O)C2CCCC2)cc1	i	i	i	i	i	i	i	i	i	i	i
CCC(C)NC(=O)CCC(=O)Nc1ccc2nc(N3CCOCC3)cc(C)c2c1 (configuration not stated)	i	i	i	-5.54*	i	i	i	i	i	i	i

The list goes on:
SMILES	TRPC4 PAM	TRPC4 inh	RGS4 block	TRPC6 inh	MrgX1 allo act	TRPC6 act	MrgX1 ag	TMEM16A act	TRPC4 act	MrgX1 antag	ANO1 block
COc1cc(OC)c(C(=O)Nc2ccc(S(=O)(=O)Nc3ncccn3)cc2)cc1OC	i	i	i	i	i	i	i	i	i	i	i
CCc1nccn1Cc1cc(C=O)ccc1OC	i	i	i	i	i	i	i	i	i	i	i
Cc1ccc(CNC(=O)CN2C(=O)NC(C)(c3ccccc3Cl)C2=O)cc1 (configuration not stated)	i	i	i	i	i	i	i	i	i	i	i
CCOc1ccccc1OCCC(=O)NNC(=O)Cn1nc(C)cc1C	i	i	i	i	i	i	i	i	i	i	i
Cc1ccc2c(C)c(C(=O)N(C)CCC3CCCCO3)oc2c1C (configuration not stated)	i	i	i	i	11.2*	i	i	i	i	i	i
CCC(=O)c1ccccc1OCCN1CCN(CC)CC1	i	i	i	i	i	i	i	i	i	i	i
Cc1ccc(C)c2[nH]c(=O)c(CN(CCN3CCCC3)C(=O)Nc3cccc(Cl)c3)cc12	i	i	i	-6.81*	i	i	i	i	i	i	i
O=C(CN1C(=O)c2cccc3cccc1c23)N1CCN(Cc2ccc3c(c2)OCO3)CC1	i	i	i	i	i	i	i	i	i	i	i
Cc1cc(-c2csc(Nc3ccccn3)n2)ccc1F	i	i	5.41*	i	i	i	i	i	i	i	i
CCCCNC(=O)CC(C(=O)N1CCc2ccccc21)n1ccnc1 (configuration not stated)	i	i	i	i	i	i	i	i	i	i	i
Cn1c(=N)n(CC(=O)c2ccc(Br)cc2)c2ccccc21	i	i	i	i	i	i	i	i	i	i	i
CC1CCN(S(=O)(=O)c2ccc3ncn(CC(=O)N(C)C4CCCCC4)c(=O)c3c2)CC1	i	i	i	i	i	i	i	i	i	i	i
CCCCN(C)C(=O)c1ccc2c(c1)N(CC)C(=O)c1ccccc1S2(=O)=O	i	i	i	i	i	i	i	i	i	i	i
C=CCNC(=S)Nc1ccc2nsnc2c1	i	i	i	i	i	i	i	i	i	i	i
CCCC1(C(=O)OC)NC(c2ccc(OC)cc2OC)C2C(=O)N(c3cccc(C(C)=O)c3)C(=O)C21 (configuration not stated)	i	i	i	i	i	i	i	i	i	i	i
O=C(O)CN1C(=O)SC(Nc2ccccc2)C1=O (configuration not stated)	i	i	i	i	i	i	i	i	i	i	i

No enrichment for hits. About 5.8% of those tested had a hit in this group.
